Screening results from PubChem BioAssay.
ERG Ets-DNA blk = blocks human ERG Ets domain binding to DNA; P11308; fluorescence polarization, His-ERG Ets domain / labelled DNA; Potency, µM (doses to about 76.9 µM), without a hit: at the top dose FP activity, negative = inhibition, usual class: inhibitors; 0.028% of 370,000 active; active = well fitted inhibition curve with a large enough effect in the polarisation, with a control signal flat; inconclusive = small, poorly fitted or top-dose-only effect, or effect the other way, or a change in a side signal; inactive = no such curve, though single readings can be large or run the other way; the % refers to the polarisation;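 also: polarization taken with two DNA probes labelled with fluorescein and Texas red; % of control where 0% means no effect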
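His-tagged ERG Ets domain (1 uM in the protein solution; 300mM KCl, 50mM Tris-HCl, 1mM EDTA, 1mM DTT, pH 7.5) received compound, then a probe mix of 5 nM fluorescein-DNA and 100nM Texas-615-DNA. Fluorescence polarization was read for both dyes.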
12-LOX inh = ALOX12 (human) lipoxygenase inhibition. Potency, µM (doses to about 108 µM), for inactives: at the top dose activity change, negative = inhibition, most hits filed as inhibitors. P18054. purified 12hLO, xylenol orange hydroperoxide absorbance. 1.1% of 580,000 active; also: % is scaled to controls: 0 for no effect and ±100 for the full control effect
Target sequence (P18054 whole entry, looked up): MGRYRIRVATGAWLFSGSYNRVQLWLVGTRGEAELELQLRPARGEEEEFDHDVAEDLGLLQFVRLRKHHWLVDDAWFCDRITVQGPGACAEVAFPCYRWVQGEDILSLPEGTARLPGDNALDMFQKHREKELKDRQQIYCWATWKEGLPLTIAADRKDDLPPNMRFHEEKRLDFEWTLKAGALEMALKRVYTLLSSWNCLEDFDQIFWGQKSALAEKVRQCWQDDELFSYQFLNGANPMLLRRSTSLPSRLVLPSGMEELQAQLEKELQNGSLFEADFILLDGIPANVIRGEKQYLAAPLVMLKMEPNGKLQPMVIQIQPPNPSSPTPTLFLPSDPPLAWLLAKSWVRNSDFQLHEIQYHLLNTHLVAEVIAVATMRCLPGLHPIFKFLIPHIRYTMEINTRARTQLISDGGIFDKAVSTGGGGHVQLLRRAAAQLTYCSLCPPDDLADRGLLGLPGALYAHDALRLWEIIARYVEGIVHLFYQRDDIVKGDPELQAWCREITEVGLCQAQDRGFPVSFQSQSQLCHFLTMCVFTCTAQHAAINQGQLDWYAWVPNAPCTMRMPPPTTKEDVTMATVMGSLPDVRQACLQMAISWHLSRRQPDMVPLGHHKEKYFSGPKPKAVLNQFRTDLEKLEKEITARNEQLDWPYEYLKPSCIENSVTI
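Purified human 12hLO (150 nM final) in 25 mM Hepes, 0.01% Triton X-100, pH 7.0 was preincubated 15 min at room temperature with compound. Then 40 uM arachidonic acid was added, 30 min. Hydroperoxide was read by Fe-XO absorbance ratio 573/405 nm.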
JMJD2A Tudor inh = JMJD2A Tudor domain (human) inhibition; AlphaScreen JMJD2A-Tudor / H3K4me3 peptide binding; Potency, µM (series often up to 114 µM), for inactives: top-dose activity change, negative = inhibition, most hits filed as inhibitors; 4.4% of 390,000 active; also: % is scaled to controls: 0 for no effect and ±100 for the full control effect; nearly all actives have a fitted effect of over 50% in size
HP1b binding inh = HP1-beta chromodomain-methylated histone interaction inhibition; Potency, µM (highest dose often 114 µM), inactives show at the top dose activity change, negative = inhibition, most hits filed as inhibitors; AID 540317; 0.56% of 390,000 active; AlphaScreen HP1-beta / biotin-H3K9me3 peptide binding; P83916; also: nearly all actives have a fitted effect of over 70% in size; inactives centre near 23
Target sequence (P83916 whole entry, looked up): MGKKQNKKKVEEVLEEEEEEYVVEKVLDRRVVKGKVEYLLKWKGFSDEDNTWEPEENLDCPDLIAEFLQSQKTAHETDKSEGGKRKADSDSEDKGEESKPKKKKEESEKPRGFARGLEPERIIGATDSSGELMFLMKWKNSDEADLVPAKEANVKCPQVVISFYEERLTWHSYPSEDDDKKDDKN
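HP1-beta protein (50 nM final) preincubated 30 min at room temperature with biotinylated H3(1-18)K9me3 peptide (50 nM) in PBS pH 7.4, 0.01% Tween-20, then compound added for 30 min. AlphaScreen streptavidin donor/nickel chelate acceptor beads (10 ug/mL final), 30 min dark, luminescence read.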
GLS inhibitor = glutaminase GLS (human) inhibition; 0.21% of 410,000 active; AID 624170; GLS enzymatic activity, qHTS titration; Potency, µM (titrated, usually from 45.5 µM), inactives show at the top dose activity change, negative = inhibition, actives largely listed as inhibitors; also: % is scaled to controls: 0 for no effect and ±100 for the full control effect
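hKGA; 45 mM KH2PO4 pH 8.2 + 0.02% Tween-20; cpd via pin tool; 1 mM Gln soln; GluOx/HRP/Amplex Red; RT 30 min; fluor. t0 & final.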
RGS4 inh = blocks human RGS4-accelerated GTP hydrolysis; Transcreener GDP fluorescence polarization, RGS4-accelerated GTP hydrolysis; Potency, µM (series often up to 114 µM), inactives show at the top dose activity change, negative = inhibition, usual class: inhibitors; 0.039% of 390,000 active; AID 504845; also: % is scaled to controls: 0 for no effect and ±100 for the full control effect; nearly all actives have a fitted effect of over 75% in size; some results filed as inactive show a strong effect at the top dose
Target sequence (P49798 whole entry, looked up): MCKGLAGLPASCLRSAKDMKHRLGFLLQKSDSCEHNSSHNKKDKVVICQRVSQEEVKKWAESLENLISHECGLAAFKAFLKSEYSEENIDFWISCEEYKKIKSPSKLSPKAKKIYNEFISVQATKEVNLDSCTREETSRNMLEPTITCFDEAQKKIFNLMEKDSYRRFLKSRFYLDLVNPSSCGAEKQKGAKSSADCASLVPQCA
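MLSMR compounds (23 nl, pin-transferred) preincubated 10 min at room temperature with a 500nM (2x) first reagent, then RGS4 at 900nM (2x) plus Transcreener GDP mix added; fluorescence polarization (620/688 nm) read before and after 90 min at 30 °C.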
Pin1 inhibitor = blocks the human prolyl isomerase Pin1. Q13526. 0.009% of 390,000 active. Pin1 FP peptide displacement, HiFluor488, 10 min. Potency, µM (titrated, usually from 115 µM), inactives show at the highest dose activity, negative = inhibition, usual class: inhibitors. AID 504891; active = well fitted inhibition curve with a large enough effect in the polarisation, with a control signal flat, not every such curve was filed as active; inconclusive = small, poorly fitted or top-dose-only effect, or effect the other way, or a change in a side signal; inactive = no such curve, though single readings can be large or run the other way; the % refers to the polarisation; also: % is scaled to controls: 0 for no effect and ±100 for the full control effect
PGK inhibitor = blocks T. brucei phosphoglycerate kinase | P07378 | PGK/GAPDH coupled, Kinase-Glo luminescence, 60 min | Potency, µM (series often up to 57.5 µM), inactives show top-dose activity change, negative = inhibition, hits mostly inhibitors | 0.043% of 380,000 active; also: % is scaled to controls: 0 for no effect and ±100 for the full control effect; nearly all actives have a fitted effect of over 60% in size
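Recombinant glycosomal PGK reaction used 1,3-bisphosphoglycerate generated in-well by GAPDH (100nM final) in 100mM TEA pH 7.6, 5mM MgCl2, 0.01% Tween-20. After 60 minutes at room temperature, ATP was read by Kinase-Glo Plus luminescence end-point.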
rTrxR1 inhibitor = blocks rat thioredoxin reductase 1; O89049; recombinant rTrxR1, NADPH fluorescence consumption, selenite substrate; Potency, µM (doses to about 114 µM), for the others: at the top dose activity change, negative = inhibition, most hits filed as inhibitors; 1% of 390,000 active; AID 588453; also: % is scaled to controls: 0 for no effect and ±100 for the full control effect; nearly all actives have a fitted effect of over 65% in size
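Rat TrxR1 (90 nM in the dispensed reagent) was pre-reduced with 400 uM NADPH for 5 min at room temperature, then incubated with compound for 15 min. After 400 uM selenite was added, NADPH fluorescence (Ex 340/Em 450 nm) was followed for 8 min.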
Numbers without * were called inactive; i = inactive; u = inconclusive; [ ] = remark or other dose. Unless noted, calls follow the shape of the dose curve; as a rule, active = well fitted curve in the direction sought with a large enough effect; inconclusive = small, poorly fitted or top-dose-only effect, or another doubt; inactive = no such curve, though single readings can be large; an effect the other way counts as inactive or inconclusive. Potency is read from the fitted curve at half-maximal effect.

SMILES | ERG Ets-DNA blk | 12-LOX inh | JMJD2A Tudor inh | HP1b binding inh | GLS inhibitor | RGS4 inh | Pin1 inhibitor | PGK inhibitor | rTrxR1 inhibitor
CCOc1ccc(N2C(=O)CC(Sc3nccc(C)n3)C2=O)cc1 (stereo not given) | 2.7% | 26.3% | -17.6%[11.4 µM] | -9.2% | -0.3% | -15.1%[11.4 µM] | 0.3% | 1.0% | -0.3%
CCOC(=O)C1CCN(C(c2ccc(SC)cc2)c2c(O)cc(C)n(Cc3ccco3)c2=O)CC1 (stereo not given) | 0.5% | u | 56.2µM* | 1.7%[57 µM] | 7.8% | -12.8% | 17.0% | 0.0% | u
CCc1nnc(NC(=O)CSc2nnc(CSc3nc(C)cc(C)n3)n2C)s1 | 1.6% | -6.0% | -6.6% | 38.9% | -0.7% | -0.4% | -0.9% | 18.0% | 5.8%
O=C(Cc1csc(NC(=O)Nc2cccc(Cl)c2)n1)NC1CCCC1 | 7.5% | -1.3% | -10.3% | 22.9% | 38.6%[activator] | -1.2% | 4.0% | -1.6% | -2.8%
COc1ccc(S(=O)(=O)N2CCCCCC2)cc1C(=O)N(C)CC(=O)Nc1ccccc1C(F)(F)F | 2.9% | u | -1.6% | 24.8% | -2.7% | 13.5% | 4.4% | 0.4% | 8.2%
Cc1ccccc1SCCNC(=O)c1ccccc1Br | -2.9% | -1.9% | 21.7% | 60.8%[activator] | 8.6% | 28.1% | u | -4.4% | 12.5%
COc1cc(OC)c(Cl)cc1N | 2.0% | -13.4% | -15.3%[11.4 µM] | u | u | -39.4%[11.4 µM] | -3.6% | i | -15.2%
FC(F)(F)c1cccc(OCC2CNC(=S)O2)c1 (stereo not given) | -4.4% | -7.5% | -16.7% | 30.5% | -3.5% | -18.1% | 1.3% | -4.6% | -0.2%[57.1 µM]
CCn1c(SCC(=O)Nc2ccc3c(c2)oc2ccccc23)nnc1-c1ccc(N)cc1 | 0.4% | 0.0% | u | -14.2% | 4.0% | -34.5% | 45.1%[activator] | -7.1% | 7.1%
N#CCC(=N)N1CCN(c2ccccc2Cl)CC1 | 13.2% | u | -22.1% | 1.8% | 9.9% | -1.7% | -1.2% | 0.0% | 4.3%[57.1 µM]
CCn1c(SCC(=O)NCC2CCCO2)nnc1-c1ccccc1OC (stereo not given) | 5.8% | 0.9% | -5.5% | 38.7% | 0.0% | 6.2% | 0.4% | 0.7% | 27.4%
CCC1(C)Cc2ccccc2-c2nc3n(c(=O)c21)CC(C(=O)O)S3 (stereo not given) | -2.0% | 24.7% | 0.3% | 23.8% | 10.5% | -6.1% | 4.4% | 5.7% | -4.4%
Cc1ccc(C)c(OCc2cc(C(=O)N3CCN(c4ccccc4)CC3)no2)c1 | -8.5% | 1.0% | -2.5% | 38.8%[activator] | 9.8% | 4.8% | 17.8% | -10.5% | 16.2%
CCCN1CCN(C(=O)c2cc(COc3ccc(F)cc3F)on2)CC1 | 3.1% | 298.2%[activator] | -12.4% | 48.0%[activator] | -5.6% | -4.1% | 1.2% | i | 3.0%
O=C(CN1CCC(C(=O)c2ccc(F)cc2)CC1)Nc1ccc(F)cc1 | 5.6% | 0.0% | -8.8% | 38.1% | 12.1% | -8.7% | -0.1% | i | 15.1%[57.1 µM]
COc1ccccc1Nc1nc(N)nc(CN2CCC(Cc3ccccc3)CC2)n1 | -4.2% | -0.5% | u | 3.7% | 16.9% | 41.5% | 4.9% | 3.0% | 3.6%
CCSC1=NC2(CCCCC2)Nc2sc3c(c21)CCCC3 | 4.2% | u | 22.4µM* | u | 1.0% | u | -11.7% | -8.1% | -27.7%[57.1 µM]
CCN(CC(=O)Nc1ccc(NC(C)=O)cc1)C(=O)c1cc(CN2C(=O)c3ccccc3C2=O)ccc1OC | -2.7% | -24.9% | -9.0% | 19.0% | 4.6% | 10.7% | 1.2% | -9.5% | 1.3%
CC(=O)c1cccc(NC(=S)N2CCC(Cc3ccccc3)CC2)c1 | -1.6% | u | -18.6% | 14.7% | 7.1% | -40.8% | 1.8% | -11.5% | 14.2%[57.1 µM]
CCO[C@@H]1OC(C(=O)O)=C[C@H](c2csc3ccccc23)[C@H]1CCCO | -10.5% | -10.4% | -17.0% | 26.0% | 3.0% | 15.5% | 2.5% | -6.6% | 17.2%
CCOC(=O)C1(Cc2cccc(Cl)c2)CCCN(C(=O)c2cccnc2)C1 (stereo not given) | -5.5% | 3.9% | -3.7% | 32.2%[57 µM] | 1.8% | -15.8% | 4.6% | -7.0% | 6.3%
CC(C)c1nc(SCC(=O)Nc2nccs2)c2ccccc2n1 | 2.4% | -2.3% | u | -5.3% | 8.2% | -9.0% | -6.4% | 0.9% | 16.3%
CCCC(C(=O)NCCC(C)C)N(Cc1ccc(F)cc1)C(=O)c1snc(C(N)=O)c1N (stereo not given) | -5.2% | -65.2% | -1.7% | 38.3% | 9.7% | 7.6% | 0.2% | 2.9% | 12.4%
O=S(=O)(c1ccc(OCC2CO2)cc1)c1ccc(OCC2CO2)cc1 (stereo not given) | 3.6% | -7.8% | -10.2% | 35.6% | 14.4% | 23.6% | 0.3% | -0.2% | u
O=C(COc1ccc(OCc2ccccc2)cc1)NC1CCOC1=O (stereo not given) | -4.2% | -4.5% | -11.2% | 11.7% | 2.6% | -0.1% | -0.9% | 0.4% | 2.9%
CCc1ccc(-c2nc(CSCC(=O)N3CCN(c4ccccn4)CC3)c(C)o2)cc1 | -1.3% | 0.0% | u | -16.5% | -11.1% | -30.2% | -1.0% | 3.3% | -2.8%
O=S(=O)(c1cccc(C(F)(F)F)c1)N1CCN(c2ccccc2)CC1 | 8.3% | 2.4% | 8.2% | 35.8% | -12.6% | -15.6% | -9.3% | i | 10.3%
Cc1ccc(OC(=O)c2ccc(S(=O)(=O)N(C)C)cc2)c(-n2nc3ccccc3n2)c1 | 7.1% | 5.3% | -4.0% | 3.1% | -0.7% | 23.4% | 1.0% | 0.9% | -4.3%
COc1ccc(/C=C/C(=O)NCc2ccccn2)cc1 | -0.7% | 21.9% | 11.2% | 40.7%[activator] | 13.2% | -0.4% | 0.8% | 3.9% | 4.9%
O=C(c1ccc(COc2ccccc2Br)cc1)N1CCCCC1 | 7.9% | 0.0% | 79.4%[activator] | 87.9%[activator] | -3.1% | -22.4% | 1.1% | -4.6% | 19.0%[57.1 µM]
COC(=O)N1CCN(S(=O)(=O)c2ccc(F)cc2)CC1 | 2.6% | -3.2% | -17.6% | 22.4% | 0.0% | -15.7% | 5.2% | -7.7% | 11.9%
CN(C)S(=O)(=O)c1cccc(NC(=O)CCCc2nc3ccccc3c(=O)[nH]2)c1 | 11.3% | -24.2% | -14.5% | 11.2% | 9.8% | -9.3% | -4.4% | -3.6% | -4.5%
COc1cccc(Oc2nc3ncn(Cc4ccccc4)c3c(=O)n2C)c1 | 9.6% | 0.0% | -5.5% | 16.6% | 0.1% | -23.2% | -3.4% | -7.4% | -16.1%
COC(=O)c1ccc(NC(=O)c2cc(S(=O)(=O)N3CCC(C)CC3)cn2C)cc1 | -2.0% | -1.2% | -10.5% | 24.8%[57 µM] | 3.6% | -15.6% | 2.7% | -6.4% | -12.2%[57.1 µM]
Cc1c(CN2CCN(c3cccc(C(F)(F)F)c3)CC2)c(=O)n(-c2ccccc2)n1C | 11.9% | 0.0% | -8.1% | 41.4%[activator] | 9.8% | -8.9% | 6.4% | -4.4% | 15.4%
N#Cc1ccccc1COC(=O)CCC(=O)c1cccs1 | -7.5% | u | 2.4% | 39.6%[activator] | -1.2% | -4.1% | -6.1% | i | 14.8%
Cc1ccc(CNC(=O)c2cc(Cl)cc(Cl)c2)n1C | -8.8% | -0.6% | -10.3% | -5.9% | -0.7% | -3.0% | 3.6% | 1.5% | -4.3%

Entries of single compounds, looked up by structure. Order of screens: ERG Ets-DNA blk, 12-LOX inh, JMJD2A Tudor inh, HP1b binding inh, GLS inhibitor, RGS4 inh, Pin1 inhibitor, PGK inhibitor, rTrxR1 inhibitor
O=C(c1ccc(COc2ccccc2Br)cc1)N1CCCCC1 as listed: 7.9%, 0.0%, 79.4%[activator], 87.9%[activator], -3.1%, -22.4%, 1.1%, -4.6%, 19.0%[57.1 µM]
N#Cc1ccccc1COC(=O)CCC(=O)c1cccs1 as listed: -7.5%, u, 2.4%, 39.6%[activator], -1.2%, -4.1%, -6.1%, i, 14.8%
CCOC(=O)C1(Cc2cccc(Cl)c2)CCCN(C(=O)c2cccnc2)C1 (stereo not given) as listed: -5.5%, 3.9%, -3.7%, 32.2%[57 µM], 1.8%, -15.8%, 4.6%, -7.0%, 6.3%
Cc1ccc(OC(=O)c2ccc(S(=O)(=O)N(C)C)cc2)c(-n2nc3ccccc3n2)c1 as listed: 7.1%, 5.3%, -4.0%, 3.1%, -0.7%, 23.4%, 1.0%, 0.9%, -4.3%
Cc1ccc(CNC(=O)c2cc(Cl)cc(Cl)c2)n1C as listed: -8.8%, -0.6%, -10.3%, -5.9%, -0.7%, -3.0%, 3.6%, 1.5%, -4.3%

Some of the compounds tested; count on the stated rates, not on these rows.
